Assay outcomes deposited in PubChem by several laboratories.
RSV CPE inhibition = inhibition of RSV-induced cytopathic effect – HEp-2 cells, primary 10 µM value included (AID 2391) | CPE inhibition, % at 10 µM; hits with a dose series show IC50 in µM | 310,000 tested, 0.13% active | HEp-2 cells, RSV-induced CPE inhibition; higher % means a stronger effect; in the data active = a potency from the dose series; inconclusive = CPE inhibition mostly from about 23% at the one dose, without a potency; inactive = the rest, 99 in 100 with CPE inhibition below about 21%; note: strong numbers were not always called active
Dengue-2 NS5 capping = flavivirus cap methylation enzyme inhibition – biochemical, confirmation dose response, primary screen (AID 588689); 340,000 tested, 0.3% active; inhibition, % at 25 µM, or IC50 in µM where a hit was titrated; Dengue-2 NS5 methyltransferase capping enzyme assay, biochemical; higher % means a stronger effect; in the data active = a potency from the dose series; inconclusive = inhibition above about 29% without an active follow-up result
ER stress rescue = protection against thapsigargin-triggered cell killing – 384-well, CSM14.1, ATP luminescence, primary screen (AID 1222); CSM14.1 thapsigargin-induced death rescue, ATP luminescence; higher % means a stronger effect; one-dose cellular ATP content (survival), % at 20 µM; EC50 in µM for titrated hits; 190,000 tested, under 10 active;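 active = EC50 below 50 µM in the dose-response confirmation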;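 note: death triggered by thapsigargin at about 15 µM added after 2 h compound pretreatment; cell ATP read after overnight thapsigargin exposure of roughly 18 to 22 hours; normalized against plate controls of thapsigargin alone and 5% DMSO vehicle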
UTI89 phage lysis = protection from phage-mediated lysis, alamar blue read-out – E. coli UTI89, K1F phage, bacterial capsule biogenesis inhibitors (AID 488966). E. coli UTI89 K1F phage lysis, alamar blue, 2 h; higher % means a stronger effect. one-dose inhibition, % at 100 µM; IC50 in µM for titrated hits. 340,000 tested, 0.02% active;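 active = phage lysis inhibition, versus mean bacterial control, above a set limit; inconclusive = no clear call, values can overlap the other calls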;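 note: capsule biogenesis inhibitors block K1F phage lysis so surviving cells raise fluorescence; higher fluorescence means more inhibition of phage lysis; actives were called in the ten point dose series up to 300 µM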
Large T inhibition = TAg ATPase/helicase activity blockers – biochemical (AID 1903). SV40 large T antigen ATPase/helicase inhibition assay; higher % means a stronger effect. inhibition, % at 20 µM, or IC50 in µM where a hit was titrated. 310,000 tested, 0.39% active; in the data active = a potency from the dose series; inconclusive = inhibition mostly from about 32% at the one dose, without a potency; inactive = the rest, 99 in 100 with inhibition below about 32%; note: strong numbers were not always called active
WT yeast gro inh = growth inhibition of WT yeast, mitochondrial fusion screen. 190,000 tested, 2.1% active. inhibition, % at 10 µM. mitochondrial fusion phenotypic screen, WT strain; in the data active = inhibition above about 58%; tested in S. cerevisiae
West Nile virus CPE = West Nile virus antiviral activity, cell-based, CPE readout (AID 1621) | CPE inhibition, % at 10 µM; hits with a dose series show IC50 in µM | 290,000 tested, 0.02% active | West Nile virus-infected cells, CPE inhibition; higher % means a stronger effect; in the data active = a potency from the dose series; inconclusive = CPE inhibition mostly from about 3.7% at the one dose, without a potency; inactive = the rest, 99 in 100 with CPE inhibition below about 2.2%; note: strong numbers were not always called active
XIAP displacement = XIAP antagonists, biochemical, IAP family, fluorescence polarization (AID 1018); XIAP BIR domain, fluorescence polarization peptide displacement; higher % means a stronger effect; displacement, % at 20 µM; hits with a dose series show IC50 in µM; 200,000 tested, 0.007% active; in the data active = displacement above about 50%; note: a part of the inactive calls stands beside numbers as strong as those of hits
Yfh1-off respiration = enhancers of respiration in Yfh1-depleted yeast, dose response, Friedreich's ataxia, plus single-dose screen (AID 1465). S. cerevisiae Yfh1-off respiration, WST-1 reduction, 72 h; higher fold induction means a stronger effect. fold induction at 50 µM, or EC50 in µM where a hit was titrated. 220,000 tested, 0.074% active;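 active = fold induction of absorbance versus untreated yeast above a set limit, then at least 30% activation at any dose in follow-up; inconclusive = repeats straddling the limit, or above it without dose testing; inactive = fold induction below the set limit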;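 note: activators that raise dye reduction in frataxin-depleted yeast; strong numbers were not always called active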
WT yeast gro inh mutant strain = second read-out of WT yeast gro inh, no call of its own (marks repeat the call); inhibition, %; mitochondrial fusion phenotypic screen, mutant strain inhibition
Dengue-2 NS5 capping pilot replicate = second read-out of Dengue-2 NS5 capping, no call of its own (marks repeat the call); inhibition, %; measured here: pilot screen replicate inhibition
An asterisk follows results filed as active; i = inactive; ? = inconclusive; · = not tested or not shown; [ ] = remark or other dose.

SMILES	RSV CPE inhibition	Dengue-2 NS5 capping	ER stress rescue	UTI89 phage lysis	Large T inhibition	WT yeast gro inh	WT yeast gro inh mutant strain	West Nile virus CPE	XIAP displacement	Yfh1-off respiration	others
O=C(Nc1cnc2ccccc2c1)c1cccnc1	2.3%	0%	-2.0%	-0.2%	-3%	-2	7	0.5%	0.5%	i
COc1cccc(/C=C/C(=O)NCCc2ccc3c(c2)OCCO3)c1	2.7%	1%	-1.9%	2.6%	30%	-10	19	-0.4%	-3.1%	i
COc1ccc(N2CCN(C(=O)c3ccc(CS(=O)Cc4ccc(C)cc4)o3)CC2)cc1 (stereo unspecified)	16%	-9%	·	0.1%	22%	·	·	0.1%	·	·
CCc1ccccc1OCC(=O)NC1CCCC1	·	-1%	-1.5%	1.6%	2%	4	11	0.5%	-0.7%	i	Dengue-2 NS5 capping pilot replicate=2.6
O=S(=O)(c1ccc2ncn(O)c2c1)N1CCOCC1	-2.3%	1%	-0.7%	0.3%	7%	7	-33	0.5%	-4.7%	i
O=C(c1ccc(NC(=S)Nc2ccc(F)cc2F)cc1)N1CCOCC1	-0.2%	-8%	2.8%	0.9%	2%	-1	6	0.0%	-2.6%	i
Cc1nn(Cc2ccc([N+](=O)[O-])cc2)c(=O)n1N(C)c1ncc(C(F)(F)F)cc1Cl	-0.3%	-10%	-0.6%	-0.1%	-3%	8	5	-0.7%	-0.6%	i
CCCCN(C)C(=O)c1ccc2c(c1)N(CC)C(=O)c1ccccc1S2=O (stereo unspecified)	8.1%	1%	·	0.0%	9%	·	·	-1.4%	·	·
C=CCNC(=S)NNC(=O)c1ccccc1OCC	0.1%	-10%	0.2%	0.4%	4%	8	17	-0.1%	-3.1%	i
COc1cccc(CNCc2ccccc2OC)c1	-0.3%	2%	·	0.0%	7%	·	·	-0.3%	·	·	Dengue-2 NS5 capping pilot replicate=1.2
CC1(C)Cc2c(cnn2-c2ccccc2)C(=O)/C1=N\NC(=O)c1ccccc1	-0.6%	1%	8.2%	0.3%	8%	-9	1	0.1%	-3.1%	i
Cc1ccc(NC(=O)C2C3C=CC(O3)C2C(=O)O)c(C)c1 (stereo unspecified)	1.1%	1%	·	0.1%	6%	·	·	-0.3%	·	·
c1ccc(CSCCc2ccncc2)cc1	2.1%	-6%	1.7%	0.5%	0%	·	·	·	-0.6%	·
O=C(CSC1=NCCS1)NC1CCCCC1	-0.4%	-7%	0.6%	0.5%	6%	-2	12	0.0%	-7.9%	i
CCN(CC(=O)N1CCCC1)S(=O)(=O)c1ccc2ccccc2c1	0.4%	-2%	·	0.3%	4%	·	·	-0.9%	·	·
Fc1ccc(-n2nnc(-c3cnc4ccccc4c3)n2)cc1	4.5%	-1%	-4.2%	0.2%	5%	11	16	-0.6%	-1.9%	i
CCc1ccc(/C=C/C(=O)c2cc(Br)ccc(=O)c2O)cc1	-3.9%	36%	1.4%	-0.3%	16%	-6	2	0.4%	-17%	i
CC(C)Cn1c(CCNC(=O)c2ccco2)nc2ccccc21	-0.8%	-4%	·	0.0%	-2%	·	·	-0.8%	·	·
COc1ccc(/C=N/NC(=O)c2ccc(NC(=O)c3ccccc3Br)cc2)cc1	11%	-3%	-0.7%	-1.1%	6%	-7	8	-0.8%	74%	i
CC(C)Sc1nc(N2CCOCC2)c2c(c1C#N)CC(C)(C)SC2	-0.5%	-9%	-1.8%	-0.1%	-2%	27	-15	0.7%	-18%	i

Brought forward from above: 4 entries, then new ones.
SMILES	RSV CPE inhibition	Dengue-2 NS5 capping	ER stress rescue	UTI89 phage lysis	Large T inhibition	WT yeast gro inh	WT yeast gro inh mutant strain	West Nile virus CPE	XIAP displacement	Yfh1-off respiration	others
CCc1ccc(/C=C/C(=O)c2cc(Br)ccc(=O)c2O)cc1	-3.9%	36%	1.4%	-0.3%	16%	-6	2	0.4%	-17%	i
CC(C)Cn1c(CCNC(=O)c2ccco2)nc2ccccc21	-0.8%	-4%	·	0.0%	-2%	·	·	-0.8%	·	·
COc1ccc(/C=N/NC(=O)c2ccc(NC(=O)c3ccccc3Br)cc2)cc1	11%	-3%	-0.7%	-1.1%	6%	-7	8	-0.8%	74%	i
CC(C)Sc1nc(N2CCOCC2)c2c(c1C#N)CC(C)(C)SC2	-0.5%	-9%	-1.8%	-0.1%	-2%	27	-15	0.7%	-18%	i
Cc1ccc(-c2nc3ccccc3nc2-c2ccccc2)cc1	9.6%	3%	·	0.1%	1%	·	·	3.3%	·	·	Dengue-2 NS5 capping pilot replicate=-0.3
CC[N+](C)(CC)CCC(c1ccccc1)C1CCCCC1 (stereo unspecified)	0.8%	-12%	·	-0.1%	8%	·	·	0.1%	·	·
CCN(CC)S(=O)(=O)c1cccc(C(=O)OCC(=O)c2ccc3c(c2)NC(=O)CO3)c1	5.3%	-1%	0.6%	4.3%	13%	-4	8	0.6%	-4.6%	i
CC1(C)C([N+](=O)[O-])C(c2ccc(O)cc2)NC(c2ccc(O)cc2)C1[N+](=O)[O-] (stereo unspecified)	5.8%	-2%	0.4%	-0.4%	5%	3	5	-0.2%	-6.9%	i
CCCCNc1cc(F)nc(N)n1	1.0%	15%	-0.4%	-0.1%	1%	7	0	-0.1%	-2.1%	i
COc1ccc(-c2[nH]ncc2CN2CCC(N3CCSCC3)CC2)c(F)c1	0.7%	-2%	-0.2%	-2.6%	0%	0	-4	-0.2%	1.0%	i
COc1ccc(N=C2SCC(=O)N2CCc2ccc(OC)c(OC)c2)cc1	0.5%	-3%	·	-2.0%	9%	·	·	-0.3%	·	i
CCOc1cc(/C=N/NC(=O)CN2CCOCC2)ccc1OCc1ccc(Cl)cc1	5.7%	-3%	-0.6%	0.8%	-5%	-3	15	0.8%	5.0%	i
CCn1c(SCC(=O)c2[nH]c(C)c(C(C)=O)c2C)nnc1-c1ccncc1	1.8%	-3%	5.5%	-0.3%	7%	-8	-8	-0.6%	-8.4%	i
CCOc1ccc(/C=N/NC(=O)c2[nH]c3ccc(C)cc3c2C)cc1	7.9%	-3%	·	-1.3%[50 µM]	23%	·	·	-0.5%	·	·
CCc1nc(N2CCOCC2)c(C#N)c2c1COC(C)(C)C2	1.3%	-7%	0.4%	-0.2%	-1%	1	5	0.0%	-3.1%	i
CCO/C(C)=C1\N=C(c2ccc(Cl)cc2)OC1=O	-2.1%	-10%	3.0%	0.4%	0%	-18	-28	0.4%	-1.5%	i
CCOC(=O)C(/C=C(\C#N)C(=O)OCC)=C(/N)N1CCN(c2ccccc2)CC1	0.6%	-3%	-2.5%	0.8%	0%	-10	-8	0.0%	-2.7%	i
CC(=O)N1CCN(C(=S)Nc2ccc(Oc3ccccc3)cc2)CC1	2.2%	-4%	-0.8%	-0.4%	3%	-7	1	0.0%	-7.3%	i
COc1ccc2c(c1)[C@H]1[C@H](CO2)[C@H](c2ccccc2)[C@]2(C)C(=O)Nc3cc(F)c(F)cc3C(=O)N12	-1.8%	-4%	·	0.9%	13%	·	·	·	·	·
Cc1nn(C(C)C(=O)NCc2ccco2)c(C)c1[N+](=O)[O-] (stereo unspecified)	0.3%	6%	0.5%	0.1%	9%	-27	-5	-0.3%	-4.4%	i
OCC1(CCc2ccccc2)CCCN(CCCC(F)(F)F)C1 (stereo unspecified)	-0.5%	-1%	·	0.4%	14%	·	·	-1.1%	·	·
Cc1cccn2cc(CCNC(=O)c3ccc(Br)o3)nc12	-0.5%	3%	-4.6%	1.6%	5%	2	-5	0.3%	-6.0%	i
CCOC(=O)c1ccc(Nc2cc(C)nc(-c3ccccc3)n2)cc1	0.6%	-4%	·	0.3%	17%	·	·	1.7%	·	·
Cc1ccc(-n2nc(C(=O)O)cc2-c2ccc(Cl)cc2)cc1	6.8%	-10%	·	-0.7%	11%	6	4	0.0%	-4.5%	i
CCCC1=[N+](CC(=O)c2ccccc2)CCn2c(C)ccc21	7.5%	-10%	-6.5%	-0.4%	3%	-4	-9	0.0%	-0.8%	i
CC1CN(C(=O)c2cnn3c(C(F)F)cc(-c4ccccc4)nc23)CC(C)O1 (stereo unspecified)	0.4%	3%	-0.3%	0.2%	10%	1	2	0.0%	-13%	i	Dengue-2 NS5 capping pilot replicate=1.8
COc1ccc(OC)c(-c2cc(C(=O)Nc3c(C)nn(Cc4ccccc4Cl)c3C)no2)c1	15%	-7%	3.3%	3.9%	8%	37	3	2.7%	-2.8%	i
Cn1c(CCc2ccccc2)nnc1SCC(=O)N1CCOCC1	3.0%	-8%	-2.8%	0.3%	4%	-2	-4	0.2%	-3.6%	i
Cc1cc(C(=O)NCC(C)(C)N2CCOCC2)c(C)o1	0.0%	-5%	·	0.1%[50 µM]	19%	·	·	·	·	·
CCC(CC)c1nnc(NC(=O)CCc2ccccc2)s1	2.6%	·	·	1.3%	6%	·	·	0.5%	·	·
COc1ccccc1CNC(=O)CN(C)S(=O)(=O)c1cccc2cccnc12	10%	-14%	·	1.2%[50 µM]	12%	·	·	0.0%	·	i
CCOC(=O)c1c(OCC)[nH]c2c1cc(O)c1ccccc12	5.5%	12%	0.1%	0.1%	35%	59*	44*	0.4%	-5.5%	i
CC(NC(=O)COc1ccc(/C=N/NC(=O)CO)cc1)c1ccccc1 (stereo unspecified)	-0.4%	-1%	·	0.3%	3%	·	·	0.5%	·	·	Dengue-2 NS5 capping pilot replicate=-1.5
Cc1ccc(NC(=O)Cc2nnc(SCC(=O)NC3CCCC3)n2C)cc1C	0.2%	0%	·	0.2%	0%	·	·	-0.1%	·	·
Cn1c(=O)c(=O)n(C)c2cc([N+](=O)[O-])c([N+](=O)[O-])cc21	0.5%	1%	-0.9%	-0.3%	8%	3	-5	0.7%	-5.0%	i
CCOC(=O)N1CCN(C(=O)c2cccc(F)c2)CC1	1.5%	-9%	0.4%	0.1%	-1%	2	-1	1.6%	-3.3%	i
O=C(COC(=O)CCc1c[nH]c2ccccc12)NCCc1ccccc1	-1.4%	-1%	·	-1.5%	6%	·	·	·	·	·
C=C(C)COc1ccc(-c2nc(N)nc(C(F)(F)F)c2-c2ccc(OC)cc2)c(O)c1	13%	8%	·	0.2%	-1%	·	·	1.4%	·	·
CCOc1cc(/C=N/NC(=O)c2ccc(=O)n(C)c2)ccc1O	0.2%	-8%	-1.4%	-0.3%	?	11	6	0.3%	-6.3%	i
COc1ccc(N(C(=O)Nc2ccc(Cl)cc2)C2=NCCC2)cc1	?	-1%	2.0%	0.3%	12%	-10	-1	-0.3%	-5.9%	i
